Compound activity: PubChem BioAssay, several laboratories
E coli Lon inh = E. coli protease La inhibition; P0A9M0; purified E. coli Lon protease, fluorescence polarization; inhibition, % at 7.94 µM; 0.42% of 360,000 active; AID 602123; in the data active = inhibition above about 13%, passing the limit was not always enough;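 also: 0% = enzyme with probe and DMSO and 100% = no enzyme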
Target sequence (P0A9M0 whole entry, looked up): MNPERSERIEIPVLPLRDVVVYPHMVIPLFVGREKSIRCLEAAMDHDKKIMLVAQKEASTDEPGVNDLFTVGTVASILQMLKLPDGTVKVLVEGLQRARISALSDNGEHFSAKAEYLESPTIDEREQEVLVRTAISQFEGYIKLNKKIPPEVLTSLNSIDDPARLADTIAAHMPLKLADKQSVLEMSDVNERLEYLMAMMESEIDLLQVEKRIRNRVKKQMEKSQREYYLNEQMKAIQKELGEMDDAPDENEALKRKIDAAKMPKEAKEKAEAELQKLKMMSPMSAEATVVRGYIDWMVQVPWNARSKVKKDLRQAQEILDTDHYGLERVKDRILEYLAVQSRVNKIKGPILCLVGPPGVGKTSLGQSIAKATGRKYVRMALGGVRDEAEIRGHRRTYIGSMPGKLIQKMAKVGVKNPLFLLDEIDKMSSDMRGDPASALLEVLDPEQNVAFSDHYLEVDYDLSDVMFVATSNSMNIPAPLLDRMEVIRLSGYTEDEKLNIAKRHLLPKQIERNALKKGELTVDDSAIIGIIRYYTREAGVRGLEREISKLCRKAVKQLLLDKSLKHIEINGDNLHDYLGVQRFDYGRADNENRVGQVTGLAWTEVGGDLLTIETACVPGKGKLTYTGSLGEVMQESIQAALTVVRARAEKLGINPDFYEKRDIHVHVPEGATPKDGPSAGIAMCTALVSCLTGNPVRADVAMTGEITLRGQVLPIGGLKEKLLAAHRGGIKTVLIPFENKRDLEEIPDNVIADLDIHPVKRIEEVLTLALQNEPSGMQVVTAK
MsrA inhibitor = inhibits bovine methionine sulfoxide reductase A; 0.75% of 360,000 active; inhibition, % at 15.5 µM; purified bovine MsrA, absorbance read-out; in the data active = inhibition above about 4.5%;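 also: 0% = vehicle wells with enzyme and 100% = reference inhibitor wells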
LMPTP block = blocks human LMPTP phosphatase. 0.22% of 360,000 active. recombinant LMPTP-A, OMFP fluorogenic substrate, fluorescence intensity. AID 651560. inhibition, % at 20 µM;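 active = compounds that cut the enzyme signal by at least half of the control window in the single-dose screen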;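 also: plate controls were DMSO wells with enzyme plus substrate for no effect and substrate without enzyme for full effect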
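test system = LMPTP-A | amount = 0.625 nM LMPTP-A final | reagent = fluorogenic phosphatase substrate OMFP at 400 µM final | incubation = 50 min at room temperature | benchmarks = no-enzyme low control, uninhibited high control | medium = Bis-Tris pH 6.0, DTT, detergent | signal = fluorescence intensity of OMFP turnover product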
STEP inh = STEP (human) phosphatase inhibition. P54829. recombinant STEP, OMFP fluorogenic substrate, fluorescence. inhibition, % at 20 µM. 0.25% of 360,000 active;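 active = inhibition at 20 µM, scaled per plate between control wells, above about 37%, limit read from the data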;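 also: 0% = DMSO with enzyme and substrate and 100% = substrate only without enzyme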
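Assay system: isolated STEP enzyme / Timing: 20 min at room temperature, dark / Doses: 20 µM, 1% DMSO / Technique: fluorescence intensity, excitation 480 nm, emission 540 nm / Reagent: fluorogenic phosphatase substrate OMFP at 25 µM final / Measure: percent inhibition scaled to no-enzyme and uninhibited-enzyme controls, plate-pattern corrected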
SUMO1-SIM PPI = SUMO1-SIM interaction modulation; AID 602429; SUMO1 binding to a labelled peptide, TR-FRET, 1 h; 0.33% of 360,000 active; inhibition, % at 20 µM; P63165; in the data active = inhibition above about 37%
Target sequence (P63165 whole entry, looked up): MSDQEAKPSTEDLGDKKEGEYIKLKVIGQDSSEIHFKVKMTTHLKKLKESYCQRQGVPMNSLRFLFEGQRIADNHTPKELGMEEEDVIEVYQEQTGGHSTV
Tb MetRS inh = Trypanosoma brucei MetRS inhibition; inhibition, % at 11.9 µM; AID 624268; purified T. brucei MetRS, ATP depletion, Kinase-Glo luminescence; 0.4% of 360,000 active;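 active = inhibition above a per-plate cutoff of the control wells' mean inhibition plus 3 SD, cut at about 5.5% in these data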;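 also: 0% = DMSO wells median and 100% = median of wells with control inhibitor compound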
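Dosing: 11.9 µM compound single dose, 0.9% DMSO; Assay system: purified T. brucei MetRS enzyme; Measured by: Kinase-Glo luciferase luminescence reporting remaining unconsumed ATP; Schedule: 15 min plus 2 h at 25 °C.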
MsrA act = bovine methionine sulfoxide reductase A activation; AID 602163; 0.3% of 360,000 active; activation, % at 10.6 µM; purified bovine MsrA, absorbance read-out; in the data active = activation above about 7.5%;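 also: 0% = vehicle and 100% = reference activator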
Scp-1 inhibitor = Scp-1 (human) phosphatase inhibition; 0.88% of 340,000 active; Q9GZU7; inhibition, % at 20 µM; Recombinant Scp1, phosphopeptide, malachite green phosphate absorbance;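 active = inhibition above about 50% at 20 µM, limit read from the data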;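 also: plate controls were DMSO wells with enzyme for no effect and wells lacking enzyme for full effect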
Target sequence (Q9GZU7 76-261 limits assumed): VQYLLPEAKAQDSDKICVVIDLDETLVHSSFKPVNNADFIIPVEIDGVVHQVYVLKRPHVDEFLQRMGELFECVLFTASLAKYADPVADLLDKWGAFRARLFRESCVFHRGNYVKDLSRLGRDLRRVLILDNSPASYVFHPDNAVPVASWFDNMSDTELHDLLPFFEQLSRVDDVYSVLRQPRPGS
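assay system = SCP-1 phosphatase catalytic domain, residues 76-261 | buffer or medium = 50 mM Tris acetate pH 5.5, 0.005% Tween-20, 10 mM MgCl2 | incubation = enzyme reaction 45 min at room temperature, colour 5 min, stabilisation 30 min | signal = Phosphate-binding colour reagent, absorbance read at 630 nm | measure = % inhibition at 20 µM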
CendR NRP1 mod = modulators of CendR peptide binding to human neuropilin-1; O14786; FAM-RPARPAR peptide binding to NRP-1, fluorescence polarization; inhibition, % at 25 µM; 0.85% of 360,000 active;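 active = inhibition or corrected inhibition above about 18%, plus a signal ratio from 0.5 to 1.5, limit read from the data, passing the limit was not always enough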; also: strong numbers were not always called active
DNMT1 inh = DNMT1 (human) enzyme inhibition; DNMT1 molecular beacon, Hinp1I cleavage, fluorescence; P26358; 0.83% of 360,000 active; inhibition (reported as % activation of signal), % at 10 µM; in the data active = inhibition above about 50%
* = called active by the depositor; . = not tested or not shown.

SMILES	E coli Lon inh	MsrA inhibitor	LMPTP block	STEP inh	SUMO1-SIM PPI	Tb MetRS inh	MsrA act	Scp-1 inhibitor	CendR NRP1 mod	DNMT1 inh
O=C(CCN1CCOCC1)NC12CC3CC(CC(C3)C1)C2	6	-0.5	-1.7	-2	8	1.3	-3	-7	-6	0
O=C(NCc1cccs1)C1CCN(S(=O)(=O)c2cccc3cccnc23)CC1	-4	1.2	-1.8	-2	2	-0.6	-11	-6	-1	-3
O=C(NC(=S)Nc1ccccc1)C1CCCCC1	-2	-0.9	0.6	2	2	0.3	-2	42	18	-1
COc1ccccc1C(=O)CN1C(=O)NC2(CCCc3ccccc32)C1=O (stereo not drawn)	-2	0.8	0.8	-4	-4	-0.3	-12	-1	11	0
O=C1C2CCCN2C(=S)N1c1ccccc1 (stereo not drawn)	1	0.3	-2.3	-3	-3	-0.9	-4	-9	-2	3
Cn1c(-c2ccc(Br)o2)nc2ccccc21	-2	1.2	-1.7	-3	-4	-2.6	-1	-6	-2	-1
CCCC(=O)Nc1ccc2c(c1)c1ccccc1n2CC	-4	0.9	-0.1	1	4	-0.8	-5	-7	-9	7
Cc1ccc(CC(=O)Nc2nnc(-c3ccc(F)cc3)o2)c(C)c1	8	.	3.6	-1	8	-0.5	-4	-2	10	5
COc1cccc(NC(=O)Nc2c(C)n(C)n(-c3ccccc3)c2=O)c1	-3	-0.6	-1.2	1	0	0.0	-1	-3	-2	2
COc1ccc(N2C(=O)c3ccccc3NC2c2ccc(OC)c(COc3ccccn3)c2)cc1 (stereo not drawn)	9	-0.3	-0.4	-2	1	-0.2	-6	-2	5	20
Cc1cccc(C)c1-n1nnnc1SCSc1nnnn1-c1c(C)cccc1C	0	-0.9	0.6	1	-1	-0.7	-3	-11	6	-5
Cc1csc(=NC(=O)c2ccccc2)n1Cc1ccco1	-8	1.8	0.8	0	-2	0.1	-4	-12	-3	2
C=CCc1c(C)nc(-c2ccccc2)nc1N/N=C(\C)c1ccccc1	7	0.2	2.3	1	-6	-0.3	-2	-10	-15	4
FC(F)(F)c1ccncc1-c1nnc(C2CCCCC2)o1	-5	0.0	-1.3	0	-1	-0.7	-2	11	-11	1
CCOC(=O)N1CCN(c2c(N3CCOCC3)c(=O)c2=O)CC1	-6	0.6	-2.3	-2	1	-0.5	-2	0	0	0
O=C(Nc1cccc(F)c1)C1C2C=CC3(CN(CCCN4CCOCC4)C(=O)C13)O2 (stereo not drawn)	-7	0.3	-1.9	0	-3	-0.2	-2	-5	-7	4
Cc1oc(-c2ccc(Cl)cc2)nc1CS(=O)CC(=O)NC1CCCCCC1 (stereo not drawn)	-3	1.2	0.2	-2	1	-1.1	-6	1	0	-1
CC[C@@]1(C(=O)OC)N[C@H](CN(C)C(=O)COc2ccccc2)[C@@H]2C(=O)N(C)C(=O)[C@@H]21	-10	-0.8	-2.3	1	3	-0.9	-1	-4	0	1
CCN(CC)CCNC(C(=O)Nc1cc(C(F)(F)F)ccc1Cl)c1ccccc1 (stereo not drawn)	1	1.3	-3.4	-2	3	0.7	-4	91*	12	3
Cc1nn(Cc2cccc(C(=O)N3N=C(C(F)F)CC3(O)C(F)F)c2)c(C)c1[N+](=O)[O-] (stereo not drawn)	-1	0.0	-0.4	1	-1	-0.5	-3	-11	-4	0
Cc1cc(C)c(NC(=O)COC(=O)Cc2cccs2)c(C)c1	-3	0.2	-1.6	0	3	-0.6	-4	-3	-4	3
COC(=O)c1sccc1NC(=O)c1cc2c(s1)CCCC2	8	-0.1	2.6	8	-2	-0.7	-12	-17	-10	-2
O=C(C[n+]1cccc2ccccc21)c1ccccc1	-23	0.8	-1.5	-1	-25	0.1	-2	-12	-1	5
CCNC(=O)c1cccc(S(=O)(=O)N2CCCCCC2)c1	0	-0.4	-1.8	1	3	0.0	-2	-7	-17	-2
C=CCNC(=S)N/N=C/c1cn(-c2ccccc2)nc1-c1ccc(OC)cc1	-8	0.8	3.6	-3	4	-0.7	-5	-14	1	8
O=C(Cn1nnc(-c2ccc3c(c2)OCO3)n1)Nc1ccccc1C(=O)O	0	1.1	0.0	1	8	-0.3	-3	8	-2	3
O=C(CN1CCN(c2ccccc2O)CC1)Nc1cccnc1Cl	10	0.3	0.1	4	-1	-0.3	-4	-1	-7	-7
Cc1ccc(S(=O)(=O)NC2=NCN(Cc3ccccc3)CN2)cc1	-3	1.4	-1.4	-1	0	0.1	-2	2	-3	2
O=C(NOCc1ccccc1)c1ccc([N+](=O)[O-])cc1	-5	0.8	-1.9	-1	-34	-0.1	-3	-6	-4	6
O=C(O)CN(Cc1ccco1)S(=O)(=O)c1ccccc1	0	0.2	-1.7	12	4	-0.2	3	-2	-5	1
O=C(Nc1ccc2nn(-c3ccc(F)cc3)nc2c1)c1cccnc1	1	0.2	1.1	-3	-6	-0.3	-2	12	0	-20
C=CC(COCc1ccccc1)N(CC(=O)OC)S(=O)(=O)c1cc(Br)ccc1OC (stereo not drawn)	-3	0.3	0.0	2	8	-0.2	-5	-8	-10	2
O=C(Nc1ccccc1F)Nc1ccccc1N1CCCCC1	1	-1.3	3.0	2	8	0.0	-1	0	9	-2
Cc1cc(C)cc(N(C(=O)c2sc(C)nc2C)C(C(=O)NC(C)(C)C)c2ccncc2)c1 (stereo not drawn)	-4	0.9	-2.4	4	3	-0.3	-2	1	-6	-2
COc1ccc2cc(/C=C/C(=O)N3CCN(CC(=O)N4CCCCCC4)CC3)ccc2c1	4	.	-2.1	-5	-22	0.0	-5	-2	13	-2
O=C(CCN1C(=O)C2C3CCC(C3)C2C1=O)Nc1ccccc1Cl (stereo not drawn)	0	0.2	-0.1	-3	-2	-0.3	-3	-2	16	0
Cc1nn(-c2ccccc2)c(C)c1NC(=O)COc1ccc2ccccc2c1	-4	0.2	2.6	0	1	-0.3	-10	2	-7	6
O=c1cnnc(SCCc2ccccc2)[nH]1	3	1.2	-1.5	-1	-4	-0.2	-3	-4	-3	2
COc1cccc(N=C2C(=O)N3CCCc4cccc2c43)c1	-1	-1.1	0.7	0	-19	-1.3	-2	0	12	-4
COC(=O)c1ccc(OCC(=O)Nc2ccsc2C(=O)OC)cc1	9	-0.9	2.3	-3	2	0.2	-2	-8	-3	11

Retrieved by compound from the entries so far (two):
SMILES	E coli Lon inh	MsrA inhibitor	LMPTP block	STEP inh	SUMO1-SIM PPI	Tb MetRS inh	MsrA act	Scp-1 inhibitor	CendR NRP1 mod	DNMT1 inh
O=C(CCN1C(=O)C2C3CCC(C3)C2C1=O)Nc1ccccc1Cl (stereo not drawn)	0	0.2	-0.1	-3	-2	-0.3	-3	-2	16	0
Cc1cc(C)cc(N(C(=O)c2sc(C)nc2C)C(C(=O)NC(C)(C)C)c2ccncc2)c1 (stereo not drawn)	-4	0.9	-2.4	4	3	-0.3	-2	1	-6	-2

New compounds follow:
SMILES	E coli Lon inh	MsrA inhibitor	LMPTP block	STEP inh	SUMO1-SIM PPI	Tb MetRS inh	MsrA act	Scp-1 inhibitor	CendR NRP1 mod	DNMT1 inh
CCOc1ccc(N(CC(=O)NCC2CCCO2)C(=O)CCC(=O)Nc2nccs2)cc1 (stereo not drawn)	3	0.0	-0.9	-2	-4	-0.7	-1	1	0	1
COc1ccc(NC(=O)c2cc([N+](=O)[O-])ccc2O)cc1	-6	3.1	-0.8	-1	-16	-0.9	-8	-11	4	-1
O=C(NCCCN1CCCC1)[C@H](CSCc1ccccc1)N1Cc2ccccc2C1=O	4	2.0	3.0	-1	-9	-0.1	1	0	-7	-5
CC1(C)Cc2cccc(OCC(=O)OCC(=O)Nc3cccc(S(N)(=O)=O)c3)c2O1	-5	1.2	-0.7	-1	-3	-0.7	-5	-3	0	0
Cc1ccc(S(=O)(=O)N2CCOCC2)cc1C(=O)Nc1nc2ccccc2[nH]1	-8	1.2	0.7	-1	5	0.4	-4	-5	-3	-6
CCN(CC)c1ccc(/C=N/NC(=S)NCc2ccc(OC)cc2)cc1	-2	1.9	3.4	3	-7	-0.3	-5	-5	6	-8
O=C(Nc1ccc2ccccc2c1)c1cn(-c2ccccc2)nc1-c1cccs1	4	2.3	3.5	-1	-1	-1.2	-15	-7	-3	-14
COc1cc(C=O)ccc1OC(=O)N1CCOCC1	-9	-0.5	-0.5	-2	3	-0.7	0	-7	10	-1
CSc1nc(-c2ccco2)nn1C(=O)c1ccccc1	-5	-0.3	-0.2	-3	10	-0.5	-2	-4	-24	-1
Cc1cccc(-n2c(SCC(=O)c3c(N)n(C4CC4)c(=O)[nH]c3=O)nnc2N2CCOCC2)c1	-13	2.2	-2.0	-2	-1	0.1	-1	-8	-6	-3

Reprinted from the part before: four compounds, then new ones.
SMILES	E coli Lon inh	MsrA inhibitor	LMPTP block	STEP inh	SUMO1-SIM PPI	Tb MetRS inh	MsrA act	Scp-1 inhibitor	CendR NRP1 mod	DNMT1 inh
O=C(Nc1ccc2ccccc2c1)c1cn(-c2ccccc2)nc1-c1cccs1	4	2.3	3.5	-1	-1	-1.2	-15	-7	-3	-14
COc1cc(C=O)ccc1OC(=O)N1CCOCC1	-9	-0.5	-0.5	-2	3	-0.7	0	-7	10	-1
CSc1nc(-c2ccco2)nn1C(=O)c1ccccc1	-5	-0.3	-0.2	-3	10	-0.5	-2	-4	-24	-1
Cc1cccc(-n2c(SCC(=O)c3c(N)n(C4CC4)c(=O)[nH]c3=O)nnc2N2CCOCC2)c1	-13	2.2	-2.0	-2	-1	0.1	-1	-8	-6	-3
Cc1cc(C)cc(-n2cnc3cc(C(=O)O)ccc32)c1	3	-0.4	-2.8	-1	11	-1.3	-9	0	14	1
COc1ccc(C(C(=O)NCC2CCCO2)N(Cc2cccs2)C(=O)c2snc(C(N)=O)c2N)cc1 (stereo not drawn)	-7	1.8	1.0	-1	-19	0.2	-5	-3	6	1
COc1cc(OC)cc(-c2c(-c3cccs3)c3cc(-c4cnc(N)nc4)ccc3n2C)c1	4	1.1	3.1	-1	12	-0.2	1	4	-15	-9
CN(Cc1ccc(Cl)cc1Cl)C(=O)CCNC(=O)c1ccco1	-6	-0.2	-1.7	-2	10	-0.3	-1	-8	8	5
O=c1c2cc(-c3ccccc3)sc2ncn1/N=C/c1ccco1	-3	2.9	0.9	1	-15	0.0	0	-3	-19	2
Cc1[nH]c2ccccc2c1C(=O)CSc1nc2cc(S(=O)(=O)N3CCCCC3)ccc2o1	-4	1.1	1.7	0	4	-1.3	-12	-9	-8	-6
CCOc1ccc(N(CC(=O)NC2CCCCC2C)S(=O)(=O)c2c(C)noc2C)cc1 (stereo not drawn)	-9	1.1	0.8	10	2	-0.1	-3	-3	1	0
O=C(NCc1cccc(Cl)c1)c1cc(=O)[nH]c2ccccc12	1	0.9	-0.2	0	-6	-0.5	-6	-1	10	-1
CCn1c(SCC(=O)Nc2cc(C)ccc2C)nnc1-c1cnccn1	2	0.4	-0.5	-3	1	-1.1	-14	5	6	3
CCN(CC)S(=O)(=O)c1cc(Br)c(C)cc1OC	2	0.1	1.1	-2	-2	-0.5	-1	0	-4	5
O=S(=O)(c1cccc2nsnc12)N1CCCCC1	-12	1.4	-0.2	-2	-34	-1.3	-6	-2	2	1

This is a random part of the collection; 4.3% or so of the library scored in one or more.
